Screening data (PubChem BioAssay)
HP1b binding inh: HTS for Inhibitors of HP1-beta Chromodomain Interactions with Methylated Histone Tails. AlphaScreen HP1-beta / biotin-H3K9me3 peptide binding. Chromobox protein homolog 1 (Homo sapiens), P83916. Potency, µM (doses to about 114 µM), for the others: at the top dose activity change, negative = inhibition, usual class: inhibitors. 390,000 compounds, 0.56% hits; further: potency means the concentration at half of the fitted maximal effect; nearly all actives have a fitted effect of over 70% in size; inactives centre near 23
Target sequence (P83916 whole entry, looked up): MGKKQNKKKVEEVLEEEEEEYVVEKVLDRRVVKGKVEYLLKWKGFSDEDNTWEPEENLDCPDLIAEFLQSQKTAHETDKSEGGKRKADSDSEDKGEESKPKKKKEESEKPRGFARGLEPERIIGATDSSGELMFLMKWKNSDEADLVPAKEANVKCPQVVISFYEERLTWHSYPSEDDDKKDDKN
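AlphaScreen: HP1-beta (50 nM) preformed 30 min with biotin-H3(1-18)K9me3 peptide (50 nM) in PBS pH 7.4, 0.01% Tween-20. Compound added for 30 min at RT, then streptavidin donor/nickel chelate acceptor beads (10 ug/mL) for 30 min.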
BAZ2B inh: qHTS Assay for Inhibitors of BAZ2B | AID 504333, 2011 | AlphaScreen BAZ2B-H3K14Ac peptide displacement | Potency, µM (titrated, usually from 114 µM), for inactives: at the highest dose activity change, negative = inhibition, actives largely listed as inhibitors | Bromodomain adjacent to zinc finger domain protein 2B (Homo sapiens), Q9UIF8 | 360,000 compounds, 4.4% hits; further: potency means the concentration at half of the fitted maximal effect; on the % scale 0 is the no-effect control and ±100 the full control effect; nearly all actives have a fitted effect of over 60% in size
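Compounds, titrated to a top concentration of 110 uM, were incubated 30 min at room temperature with preformed BAZ2B/acetyl-K14 H3 peptide complex (50 nM each). Proximity signal was measured by AlphaScreen after 20 min with beads.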
PI4K2A block: qHTS for small molecular inhibitors of PI4K2A; Phosphatidylinositol 4-kinase type 2-alpha (Homo sapiens), Q9BTU6; purified PI4K2A, ADP-Glo luminescence, 1 h; hits give low values; activity change, negative = inhibition, % at 76.9 µM; 420,000 compounds, 0.13% hits; AID 1346378, 2018; in the data active means activity change below about -50%; inconclusive means mostly about -30% to -49%;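 further: -100% = wells without enzyme as full effect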
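Compounds are screened against recombinant PI4K2A using PI as substrate and ATP, the latter dispensed at 300 microM. Reactions run one hour at ambient temperature before ADP-Glo detection; full inhibition defined by wells lacking enzyme.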
GLS inh: qHTS for Inhibitors of Glutaminase (GLS); Glutaminase kidney isoform, mitochondrial (Homo sapiens), O94925; GLS enzymatic activity, qHTS titration; Potency, µM (titrated, usually from 45.5 µM), inactives show top-dose activity change, negative = inhibition, actives largely listed as inhibitors; 410,000 compounds, 0.21% hits; AID 624170, 2012; further: potency means the concentration at half of the fitted maximal effect; on the % scale 0 is the no-effect control and ±100 the full control effect
Target sequence (O94925 whole entry, looked up, canonical isoform): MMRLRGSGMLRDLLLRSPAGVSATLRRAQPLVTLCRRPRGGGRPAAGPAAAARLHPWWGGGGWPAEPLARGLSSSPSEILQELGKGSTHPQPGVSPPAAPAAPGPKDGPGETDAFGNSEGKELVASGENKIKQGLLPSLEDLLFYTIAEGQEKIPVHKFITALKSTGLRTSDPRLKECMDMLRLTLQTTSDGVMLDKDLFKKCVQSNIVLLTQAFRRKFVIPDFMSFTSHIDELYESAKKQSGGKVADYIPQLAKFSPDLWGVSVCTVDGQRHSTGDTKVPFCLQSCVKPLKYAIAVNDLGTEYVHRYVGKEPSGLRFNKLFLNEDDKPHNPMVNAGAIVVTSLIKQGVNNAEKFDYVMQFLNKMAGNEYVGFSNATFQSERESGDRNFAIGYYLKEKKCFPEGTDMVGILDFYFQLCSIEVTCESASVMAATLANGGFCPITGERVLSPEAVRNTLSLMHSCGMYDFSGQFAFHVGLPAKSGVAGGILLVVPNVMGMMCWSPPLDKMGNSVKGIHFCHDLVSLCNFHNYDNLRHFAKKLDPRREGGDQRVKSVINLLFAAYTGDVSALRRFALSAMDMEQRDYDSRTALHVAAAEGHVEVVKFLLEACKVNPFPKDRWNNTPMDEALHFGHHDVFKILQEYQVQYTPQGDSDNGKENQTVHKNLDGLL
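Two-point fluorescence kinetic (t0, 30 min RT) for hKGA; glutamate detected via glutamate oxidase–HRP–Amplex Red. Substrate: 1 mM L-glutamine solution; buffer 45 mM KH2PO4, pH 8.2.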
PGK inhibitor: qHTS Assay to Find Inhibitors of Phosphoglycerate Kinase | Phosphoglycerate kinase, glycosomal (Trypanosoma brucei brucei), P07378 | PGK/GAPDH coupled, Kinase-Glo luminescence, 60 min | Potency, µM (top dose mostly 57.5 µM), for inactives: at the highest dose activity change, negative = inhibition, most hits filed as inhibitors | 380,000 compounds, 0.043% hits; further: potency means the concentration at half of the fitted maximal effect; on the % scale 0 is the no-effect control and ±100 the full control effect; nearly all actives have a fitted effect of over 60% in size
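Luminescent ATP detection (Kinase-Glo Plus) follows a 60-minute room-temperature incubation, with wells lacking PGK as controls. Buffer: 100 mM TEA (pH 7.6), 5 mM MgCl2, 0.01% Tween-20. Coupling enzyme GAPDH (100 nM final) supplies unstable 1,3-BPG in-well.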
POLH inh: qHTS for Inhibitors of Polymerase Eta | DNA polymerase eta (Homo sapiens), Q9Y253 | recombinant Pol eta, fluorescent DNA replication assay | Potency, µM (highest dose often 114 µM), without a hit: at the highest dose activity change, negative = inhibition, actives largely listed as inhibitors | 390,000 compounds, 1.2% hits; further: potency means the concentration at half of the fitted maximal effect; on the % scale 0 is the no-effect control and ±100 the full control effect
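Pol eta at 10 nM preincubated with compounds 15 min at room temperature; reaction started with fluorescent substrate (50 nM final) and read kinetically at 0 and 10 min.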
JMJD2A Tudor: qHTS Assay for Inhibitors of JMJD2A-Tudor Domain; Lysine-specific demethylase 4A (Homo sapiens), O75164; AlphaScreen JMJD2A-Tudor / H3K4me3 peptide binding; Potency, µM (top dose mostly 114 µM), without a hit: at the top dose activity change, negative = inhibition, most hits filed as inhibitors; 390,000 compounds, 4.4% hits; AID 504339, 2011; further: potency means the concentration at half of the fitted maximal effect; on the % scale 0 is the no-effect control and ±100 the full control effect; nearly all actives have a fitted effect of over 50% in size
Pin1 inhibitor: qHTS Assay to Find Inhibitors of Pin1 | Peptidyl-prolyl cis-trans isomerase NIMA-interacting 1 (Homo sapiens), Q13526 | Pin1 FP peptide displacement, HiFluor488, 10 min | Potency, µM (top dose mostly 115 µM), inactives show at the top dose activity, negative = inhibition, usual class: inhibitors | 390,000 compounds, 0.009% hits | AID 504891, 2011; active means well fitted inhibition curve with a large enough effect in the polarisation, with a control signal flat, not every such curve was filed as active; inconclusive means small, poorly fitted or top-dose-only effect, or effect the other way, or a change in a side signal; inactive means no such curve, though single readings can be large or run the other way; the % refers to the polarisation; further: potency means the concentration at half of the fitted maximal effect; on the % scale 0 is the no-effect control and ±100 the full control effect
Target sequence (Q13526 whole entry, looked up): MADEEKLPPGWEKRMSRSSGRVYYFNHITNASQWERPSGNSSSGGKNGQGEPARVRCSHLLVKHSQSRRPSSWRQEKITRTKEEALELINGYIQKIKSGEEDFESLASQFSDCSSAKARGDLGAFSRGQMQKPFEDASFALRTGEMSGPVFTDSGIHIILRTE
G9a block: qHTS Assay for Inhibitors of Histone Lysine Methyltransferase G9a; Potency, µM (series often up to 102 µM), inactives show top-dose activity, negative = inhibition, hits mostly inhibitors; Histone-lysine N-methyltransferase EHMT2 (Homo sapiens), Q96KQ7; G9a H3K9 monomethylation, AlphaScreen, 2 h; 350,000 compounds, 8.8% hits; further: potency means the concentration at half of the fitted maximal effect; on the % scale 0 is the no-effect control and ±100 the full control effect; nearly all actives have a fitted effect of over 75% in size
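Methyltransferase reactions run at room temperature for 2 h (20 nM enzyme, 500 nM biotin-H3K9 peptide, 20 uM SAM) after a 15 min compound preincubation; product detected by AlphaScreen beads and anti-H3K9me1 antibody.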
* = called active by the depositor; i = inactive; ? = inconclusive; . = not tested or not shown; [ ] = dose if it differs, or a comment. Unless noted, the call rests on the fitted dose curve; in most records, active means well fitted curve in the direction sought with a large enough effect; inconclusive means small, poorly fitted or top-dose-only effect, or another doubt; inactive means no such curve, though single readings can be large; an effect the other way counts as inactive or inconclusive.

entry	structure	HP1b binding inh	BAZ2B inh	PI4K2A block	GLS inh	PGK inhibitor	POLH inh	JMJD2A Tudor	Pin1 inhibitor	G9a block
1	O=C(CSc1nnc(NC(=O)C2CCC2)s1)Nc1ccc(N2CCOCC2)cc1	-17%	-8%	-5	10%	i	1%	-10%[57.1 µM]	6%	50µM*
2	CSc1nnc(-c2ccccc2N=Cc2c(C)[nH]n(-c3ccccc3)c2=O)c(=O)[nH]1	11%	?	-5	5%	-1%	-12%	-18%	1%	20%[0.501 µM]
3	O=C(CSc1nnc(-c2ccc(Cl)cc2)n1-c1ccccc1)N/N=C/c1ccccc1C(=O)O	7%	-31%	-1	9%	-2%	9%	-18%	-1%	?
4	COc1ccc(CNC(=O)CCSc2nc(-c3ccc4c(c3)OCO4)cc(C(F)(F)F)n2)cc1	43%[activator]	58%[activator]	-4	3%	i	10%	-7%	-1%	10%[59 µM]
5	COc1ccc(C(=O)OCC(=O)Nc2cc(C)on2)c(OC)c1OC	22%	.	0	-10%	-3%	-5%	-17%	-5%	8%
6	COc1ccc(NC(=S)NCCCCCC(=O)C[N+](=O)[O-])cc1	?	?	6	-10%	-4%	79µM*	-31%	-4%	22µM*
7	Nc1ccccc1-c1nnn(CC(=O)Nc2ccc3c(c2)OCCO3)n1	43%[activator]	-24%	8	-14%	-3%	-17%	-16%	-7%	?
8	Cc1nn(-c2nnc(C)c(=O)[nH]2)c(C)c1SCC(=O)Nc1ccc(F)cc1	17%	50µM*	-1	9%	0%	-9%	32µM*	-1%	?
9	CC1CCc2sc(C(=O)NCC(c3ccco3)N3CCCCC3)cc2C1 (centres undefined)	23%	-24%	-5	0%	-5%	-21%	-24%	3%	5%[59 µM]
10	CCSc1nnc(NC(=O)C2C3C=CC(C3)C2C(=O)O)s1 (centres undefined)	17%	-7%	4	2%	-8%	-11%	-17%	1%	-20%
11	C=CCn1cnc2scc(-c3ccc(OC)cc3)c2c1=O	30%	-1%	-7	-7%	i	-20%	8%	3%	47%
12	CCOc1ccc(NC(=O)c2ccccc2OCC(=O)c2ccc(C)cc2)cc1	?	-1%	7	-8%	0%	-14%	-14%	-1%	-32%[2.33 µM]
13	Cn1c(C(=O)OCC(=O)NCc2ccc(F)cc2)cc2occc21	29%	-9%	-3	-2%	1%	-2%	-5%	11%	-25%
14	CCOC(=O)N1CCN(c2ncnc3nc[nH]c23)CC1	24%	11%	-11	5%	-2%	-16%	-10%	-1%	6%[59 µM]
15	CN(CCNC(=O)c1ccc(CS(=O)(=O)c2ccc(Br)cc2)o1)CCc1ccccc1	8%[57 µM]	-18%	2	8%	-5%	-9%	-19%	10%	20%
16	O=C(Cn1c(=O)nc(-c2ccccc2)c2cc(Cl)ccc21)N1CCN(c2ccccc2F)CC1	5%	-2%	-8	-3%	i	-20%	-1%	20%	14%[59 µM]
17	COc1cccc(C(=O)N(Cc2nc(-c3cccc(C)c3)no2)C(C)C)c1OC	18%	7%	4	-11%	-1%	-19%	-7%	-8%	7%[59 µM]
18	Cc1cccc(-c2ocnc2C(=O)Nc2ncc(C)s2)c1	.	.	2	1%	i	5%	.	.	.
19	COc1ccc2ccccc2c1CNCc1ccccn1	12%	79µM*	-7	4%	-8%	11%	?	-3%	?
20	CC(=O)Nc1ccccc1-c1nc2ccccc2n(Cc2cccc(Br)c2)c1=O	24%	-31%	-1	-3%	.	.	?	-2%	?
21	CC1=C(C#N)C(NC(=O)C(C)(C)C)(C(F)(F)F)C(=O)N1 (centres undefined)	17%	5%	4	.	-11%	-9%	12%	2%	-8%
22	O=C(NCc1cccc(C(F)(F)F)c1)C1CC2Cn3c(nc4ccccc43)C2N1Cc1ccccc1 (centres undefined)	32%	.	-1	0%	-4%	4%	-20%	-7%	.
23	Cc1ccccc1Nc1nc(N)nc(CSCc2c(C)noc2C)n1	21%	-9%	-1	14%	0%	2%	-18%	4%	-25%[12.7 µM]
24	COc1ccc(S(=O)(=O)NCCc2nnc3ccc(SCC(=O)Nc4ccccc4C)nn23)cc1	41%[activator]	-15%	-2	-4%	14%	-6%	-4%	-1%	-23%[59 µM]
25	CC(C)(C)c1ccc(-c2c(C#N)c(N)nc3c2CCCC3)s1	20%	-2%[57.1 µM]	2	13%	4%	-2%	-34%	6%	26%
26	CC(=O)N1c2ccccc2C(C)CC12CCCCC2 (centres undefined)	52%	9%	7	-14%	-11%	-6%	20%	9%	-3%[59 µM]
27	O=C(O)/C=C\C(=O)Nc1ccccc1C#Cc1ccccc1	28%	1%	-1	-3%	-8%	1%	2%	-10%	?
28	Cc1cc(=O)cc(C)n1-c1ccccc1Br	18%	6%	3	-9%	i	-6%	-2%	3%	30%
29	O=C(NNc1c2ccccc2nc2ccccc12)c1ccc(O)cc1O	?	20µM*	-2	33%[activator]	-9%	?	40µM*	25%	?
30	Cc1cc(Br)cc2c1NC(=O)C2(O)CC(=O)c1ccco1 (centres undefined)	61%[activator]	7%	-6	-1%	-7%	-15%	-9%	0%	6%
31	Cc1cc(CNC(=S)Nc2cccc(Cl)c2Cl)nn1C	32%[activator]	-1%	1	9%	-1%	-2%	-1%	0%	.
32	COc1ccc(N2CC(NC(=O)C(c3ccccc3)c3ccccc3)CC2=O)cc1OC (centres undefined)	41%[activator]	-5%	1	-4%	0%	-25%	1%	4%	?
33	O=C(NCc1ccccc1)NC(=O)c1ccccc1	12%	4%	9	11%	2%	-11%	-13%	4%	11%
34	O=C(NCC(=O)N1CCN(c2ccccc2)CC1)c1ccc(Cl)cc1	32%	4%	1	2%	i	-20%	-9%	-1%	16%
35	Cc1ccc(SCC(=O)Nc2ccc3oc(-c4ccc(F)cc4)nc3c2)cc1	45%[activator]	-9%	3	-5%	-5%	-20%	-7%	-4%	-3%[59 µM]
36	O=C(COc1coc(CN2CCN(c3ccccc3)CC2)cc1=O)N1CCc2ccccc21	24%	10%	11	6%	-9%	6%	-7%	?	-26%
37	CS(=O)(=O)Cc1cc(N2CCCC2)nc(-c2ccccc2)n1	36%	-4%	-4	7%	i	-9%	-12%	-7%	2%
38	CCOC(=O)C1=C(CC)Nc2ccccc2N/C1=N\S(=O)(=O)c1ccccc1OC	46%[activator]	3%	0	9%	6%	0%	-10%	5%	2%[2.33 µM]
39	CCN(CC)c1ccc(CN(C(=O)c2cccs2)C2CCS(=O)(=O)C2)cc1 (centres undefined)	5%	?	7	17%	-2%	-21%	?	-8%	40µM*
40	O=C(CNS(=O)(=O)c1ccc(F)cc1)N1CCOCC1	11%	5%	-4	-11%	-5%	-10%	-5%	5%	24%
41	COC(=O)C1(C#N)C(c2ccccc2)C1(C(=O)OC)C(=O)OC (centres undefined)	31%	0%	-15	0%	0%	-10%	-1%	-11%	?
42	Cc1ccc(CSCC(=O)N(C)CC(=O)Nc2ccc(Cl)c(Cl)c2)cc1	40%[activator]	9%	-4	-4%	2%	-29%	2%	21%	8%[59 µM]
43	CCOP(=O)(c1ccc(N(C)C)cc1)C(O)c1ccccc1F (centres undefined)	0%	-1%	-6	5%	-4%	-9%	1%	-15%	0%
44	COc1ccccc1NC(=S)N(Cc1ccco1)Cc1cc2ccc(C)c(C)c2[nH]c1=O	7%	-5%	-1	-10%	5%	3%	-32%	?	9%[59 µM]
45	COC(=O)c1ccc(NC(=O)CCn2cccn2)cc1	43%[activator]	2%	0	-5%	-5%	-15%	2%	-4%	9%[59 µM]
46	O=S(=O)(c1ccccc1)N1CCN(C(=S)NCc2ccccc2)CC1	16%	-17%	0	-16%	-5%	0%	-14%	-4%	-1%
47	Cc1ccc(S(=O)(=O)N2CCC(NC(=O)c3ccccc3)CC2)cc1	15%	-31%	-7	10%	11%	1%	-11%	-1%	.
48	Cc1ccc(S(=O)(=O)N(C)Cc2ccc(C(=O)N/N=C/c3ccc(OC(F)F)cc3)cc2)cc1	31%	11%	-3	-16%	i	-19%	-5%	-1%	?
49	COc1cccc(Cn2cnc3c(sc4nc(C)cc(C)c43)c2=O)c1	21%	-1%	3	10%	-5%	-12%	-7%	36%[activator]	0%
50	Oc1c(C=C2N=c3ccccc3=N2)sc(=S)n1-c1ccc2ccccc2c1	45%[activator]	-12%	4	-17%	i	-3%	-22%	12%	9%[12.7 µM]
51	O=C(N[C@H]1CCC(=O)N([C@H](CSc2ccccc2)Cc2ccccc2)CC1)OCc1ccccc1	24%	9%[57.1 µM]	2	-1%	i	-4%	-30%	11%	.
52	CCOC(=O)C1CCN(S(=O)(=O)c2cc(-c3cc(C)no3)ccc2OC)CC1	10%	-2%	-3	-4%	-3%	-10%	-13%	-5%	3%[59 µM]

Only part of the results is shown (hit frequency here may not be typical).
